Compound activity as filed in PubChem.
KCNQ2 inh: KCNQ2 potassium channel inhibitors, primary screen, cell-based, CHO-K1, FluxOR thallium flux, B-score (AID 2156); O88943; 20 min; stronger effect = lower value; B-score at 10 µM; 310,000 compounds, 1.1% hits;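 active = fluorescence ratio B-score at most minus 3 library SDs, with starting brightness B-score within 2 library SDs, cut at about -5.5 in these data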
Target sequence (O88943 whole entry, looked up): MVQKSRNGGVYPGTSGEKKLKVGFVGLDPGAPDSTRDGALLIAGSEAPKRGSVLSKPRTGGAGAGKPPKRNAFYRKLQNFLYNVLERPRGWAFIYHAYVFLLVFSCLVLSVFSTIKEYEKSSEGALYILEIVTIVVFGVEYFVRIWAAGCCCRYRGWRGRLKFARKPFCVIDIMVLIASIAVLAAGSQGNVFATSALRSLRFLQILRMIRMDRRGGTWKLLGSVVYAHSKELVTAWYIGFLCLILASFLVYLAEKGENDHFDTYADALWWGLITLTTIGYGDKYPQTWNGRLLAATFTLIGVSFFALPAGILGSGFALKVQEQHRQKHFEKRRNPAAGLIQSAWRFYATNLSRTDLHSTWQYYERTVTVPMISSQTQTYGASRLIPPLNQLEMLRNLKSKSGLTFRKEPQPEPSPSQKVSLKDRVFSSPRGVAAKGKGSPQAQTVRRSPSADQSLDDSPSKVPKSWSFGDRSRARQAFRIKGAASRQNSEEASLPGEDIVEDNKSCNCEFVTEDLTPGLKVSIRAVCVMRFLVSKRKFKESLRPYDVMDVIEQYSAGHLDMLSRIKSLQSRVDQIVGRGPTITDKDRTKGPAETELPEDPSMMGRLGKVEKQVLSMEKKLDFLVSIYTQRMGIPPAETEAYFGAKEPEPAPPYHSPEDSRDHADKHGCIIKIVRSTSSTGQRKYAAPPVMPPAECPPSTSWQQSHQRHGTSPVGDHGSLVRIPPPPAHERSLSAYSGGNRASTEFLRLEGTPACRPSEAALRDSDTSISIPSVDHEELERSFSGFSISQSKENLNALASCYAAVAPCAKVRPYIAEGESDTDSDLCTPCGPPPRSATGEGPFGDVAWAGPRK
Kir21 inh: Kir2.1 (mouse) channel inhibition; B-score at 10 µM; 310,000 compounds, 0.85% hits; AID 1672; P35561; HEK293-Kir2.1, FluxOR thallium flux fluorescence; stronger effect = lower value;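 active = fluorescence ratio B-score at or below minus 3 SD of library scores, with starting-brightness B-score within 2 SD, cut at about -4.2 in these data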;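 note: channel flux triggered by added potassium and thallium sulfate stimulus; B-score of peak minus minimum fluorescence over baseline after thallium stimulus; more negative B-score means stronger Kir2.1 block with less thallium influx; some compounds called inactive have numbers as strong as hits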
CHT block: inhibits the human high affinity choline transporter. Q9GZV3. CHT-expressing cells, membrane potential dye, choline response; stronger effect = lower value. B-score at 10 µM. 310,000 compounds, 0.86% hits. AID 488975;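 active = B-score over 3 SD under the library average, and starting fluorescence ratio not unusually high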;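 note: choline stimulus applied at its EC90 after an EC20 pre-addition; B-score computed on integrated fluorescence ratio after choline addition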
An asterisk follows results filed as active.

`O=C(COC(=O)c1ccc(OC(F)F)cc1)NCCNC(=O)COC(=O)c1ccc(OC(F)F)cc1` gave KCNQ2 inh inactive, Kir21 inh -0.03 and CHT block inactive.
CCOC(=O)c1cnc2c(Cl)cc(Cl)cc2c1NCCOCCO was read as KCNQ2 inh inactive, Kir21 inh 1.22 and CHT block -10.4*.
`N#CCSc1nnc2c(Cl)cc(Cl)cn12` gave KCNQ2 inh inactive, Kir21 inh -0.22 and CHT block inactive.
Screening CCOC(=O)C1=C(C)N(C)C(=S)NC1c1ccc(Cl)cc1Cl (stereo not given) returned KCNQ2 inh inactive, Kir21 inh 0.55 and CHT block inactive.
For Cc1ccc(NN=C2C(=O)OC(C)(C)OC2=O)c(C)c1 the results were KCNQ2 inh inactive, Kir21 inh -1.35 and CHT block inactive.
Screening O=C(NC1CCCCC1)n1c(=O)oc2ccccc21 returned KCNQ2 inh inactive, Kir21 inh -0.28 and CHT block inactive.
`CCCN1CCN(CCCNC(=O)c2ccc(CS(=O)c3ccc(OC)cc3)o2)CC1` (stereo not given) gave KCNQ2 inh inactive, Kir21 inh -0.6 and CHT block inactive.
For COc1ccc(-c2cnc3nc[nH]c(=O)c3n2)cc1 the results were KCNQ2 inh inactive, Kir21 inh 1.25 and CHT block inactive.
COc1ccc(-c2noc(C3CCCN(C(=O)c4ccccc4C)C3)n2)cc1 (stereo not given) was read as KCNQ2 inh inactive, Kir21 inh 0.76 and CHT block inactive.
For CCOC(=O)CC(=O)CSc1ccc2nnc(-c3ccccc3)n2n1 the results were KCNQ2 inh inactive, Kir21 inh 1.08 and CHT block inactive.
`O=C(NCCCN1CCN(c2ccccc2F)CC1)Nc1ccc(F)cc1` gave KCNQ2 inh inactive, Kir21 inh -1.83 and CHT block inactive.
`COc1ccc(-c2csc(Cc3nnc4n3CCCCC4)n2)cc1OC` gave KCNQ2 inh inactive, Kir21 inh 0.56 and CHT block inactive.
Screening Cc1ccccc1C(=O)NC(CC(C)C)C(=O)Nc1cccc(S(=O)(=O)N(C)C)c1 (stereo not given) returned KCNQ2 inh inactive, Kir21 inh 0.25 and CHT block inactive.
For CC(C)(C)OC(=O)N1CCC[C@H]1c1nnc(SCc2ccccc2Cl)o1 the results were KCNQ2 inh inactive, Kir21 inh -7.99* and CHT block inactive.
Screening Cc1ccc(-c2nc(N)sc2-c2ccccc2)cc1C returned KCNQ2 inh inactive, Kir21 inh 0.14 and CHT block inactive.
`COC(=O)C1=Cc2cc(OC)cc([N+](=O)[O-])c2OC1N1CCOCC1` (stereo not given) gave KCNQ2 inh inactive, Kir21 inh 1.87 and CHT block inactive.
OC(COCc1ccc2c(c1)OCO2)CN1CCC(Cc2ccccc2)CC1 (stereo not given) was read as KCNQ2 inh inactive, Kir21 inh -0.02 and CHT block inactive.
`Cc1ccc(C)c(N2CCN(C(=O)c3cc4c(C)nc5ccccc5c4o3)CC2)c1` gave KCNQ2 inh inactive, Kir21 inh -1.01 and CHT block inactive.
For CC(C)Cc1nnc(NC(=O)CCC(=O)NCc2ccccc2Cl)s1 the results were KCNQ2 inh inactive, Kir21 inh 1.78 and CHT block inactive.
Screening OCC[C@@H]1C[C@H](O)[C@@H](O)[C@@]2(CCc3ccccc3O2)O1 returned KCNQ2 inh inactive, Kir21 inh -1.74 and CHT block inactive.

Brought forward from above: five entries, then new ones.
`COC(=O)C1=Cc2cc(OC)cc([N+](=O)[O-])c2OC1N1CCOCC1` (stereo not given) gave KCNQ2 inh inactive, Kir21 inh 1.87 and CHT block inactive.
OC(COCc1ccc2c(c1)OCO2)CN1CCC(Cc2ccccc2)CC1 (stereo not given) was read as KCNQ2 inh inactive, Kir21 inh -0.02 and CHT block inactive.
`Cc1ccc(C)c(N2CCN(C(=O)c3cc4c(C)nc5ccccc5c4o3)CC2)c1` gave KCNQ2 inh inactive, Kir21 inh -1.01 and CHT block inactive.
For CC(C)Cc1nnc(NC(=O)CCC(=O)NCc2ccccc2Cl)s1 the results were KCNQ2 inh inactive, Kir21 inh 1.78 and CHT block inactive.
Screening OCC[C@@H]1C[C@H](O)[C@@H](O)[C@@]2(CCc3ccccc3O2)O1 returned KCNQ2 inh inactive, Kir21 inh -1.74 and CHT block inactive.
Screening Cc1cc(C)c(NS(=O)(=O)c2ccc(NC(=O)c3cccs3)cc2)c(C)c1 returned KCNQ2 inh inactive, Kir21 inh -0.43 and CHT block inactive.
Cn1nc(C(=O)Nc2nnc(C3CC3)s2)c2ccccc2c1=O was read as KCNQ2 inh inactive, Kir21 inh 0.74 and CHT block inactive.
Screening CC(=O)Oc1ccc(N(C(C)=O)S(=O)(=O)c2ccc(C)cc2)c2ccccc12 returned KCNQ2 inh inactive, Kir21 inh 0.84 and CHT block inactive.
COc1ccc(/C=C(\C#N)C(=O)NCCc2ccccc2)cc1OCc1ccccc1 was read as KCNQ2 inh inactive, Kir21 inh 0.6 and CHT block inactive.
Screening CCc1ccccc1NC(=O)Cc1ccc(-n2cccc2)cc1 returned KCNQ2 inh inactive, Kir21 inh 0.95 and CHT block inactive.
Screening CCN(CC)C(=O)CSc1nc(O)c(Cc2ccccc2)c(=O)n1-c1ccc(C)cc1 returned KCNQ2 inh inactive, Kir21 inh 1.69 and CHT block inactive.
`O=C(CN1C2CCC1CC(NC(=O)C1CC1)C2)NCc1ccccc1` (stereo not given) gave KCNQ2 inh inactive, Kir21 inh 0.34 and CHT block inactive.
`O=C(O)C1CCC(Cn2c(SCc3cc(=O)n4cc(Br)ccc4n3)nc3ccsc3c2=O)CC1` (stereo not given) gave KCNQ2 inh inactive, Kir21 inh -0.32 and CHT block inactive.
`Cc1ccccc1NC(=O)CSc1nc2ccc(Nc3nc(N4CCOCC4)nc(N4CCOCC4)n3)cc2s1` gave KCNQ2 inh inactive and Kir21 inh -1.13.
Screening O=C(NC1CCCC1)C(c1ccc(Cl)cc1)N1CCc2ccccc21 (stereo not given) returned KCNQ2 inh inactive, Kir21 inh -0.06 and CHT block inactive.

Overlap with the part before: 2 entries; new compounds follow.
`Cc1ccccc1NC(=O)CSc1nc2ccc(Nc3nc(N4CCOCC4)nc(N4CCOCC4)n3)cc2s1` gave KCNQ2 inh inactive and Kir21 inh -1.13.
Screening O=C(NC1CCCC1)C(c1ccc(Cl)cc1)N1CCc2ccccc21 (stereo not given) returned KCNQ2 inh inactive, Kir21 inh -0.06 and CHT block inactive.
Screening COc1cc(C2C(C(=O)Nc3ccccc3OC)=C(C)Nc3ncnn32)ccc1O (stereo not given) returned KCNQ2 inh inactive, Kir21 inh -0.03 and CHT block inactive.
Screening CCCSc1ccc([C@H]2N[C@@](CC(C)C)(C(=O)OC)[C@H]3C(=O)N(C)C(=O)[C@@H]23)cc1 returned KCNQ2 inh inactive, Kir21 inh 1.65 and CHT block inactive.
Cc1ccc(-c2nc3ccccc3[nH]2)cc1NC(=S)NC(=O)c1ccccc1Br was read as KCNQ2 inh inactive, Kir21 inh 0.44 and CHT block inactive.
`COc1ccc(C(=O)NCc2cccs2)cc1S(=O)(=O)N1CCOCC1` gave KCNQ2 inh inactive, Kir21 inh -0.1 and CHT block inactive.
Screening COc1ccc(OC)c(NC(=O)c2cnc3n(c2=O)CCS3)c1 returned KCNQ2 inh inactive, Kir21 inh -1.02 and CHT block inactive.
`NC(=O)C1CCN(S(=O)(=O)c2ccc3c(c2)OCCO3)CC1` gave KCNQ2 inh inactive, Kir21 inh -0.13 and CHT block inactive.
For Cc1ccsc1C1NC(=O)c2c(sc3c2CCN(C)C3)N1 (stereo not given) the results were KCNQ2 inh inactive, Kir21 inh -0.08 and CHT block inactive.
`COc1ccc(N(C(=O)CCl)C(C)(C(=O)Nc2c(C)cccc2C)c2ccccn2)cc1` (stereo not given) gave KCNQ2 inh inactive, Kir21 inh 0.34 and CHT block inactive.
`CCOC(=O)Cc1csc(NC(=O)Cc2ccc([N+](=O)[O-])cc2)n1` gave KCNQ2 inh inactive, Kir21 inh 0.76 and CHT block inactive.
For c1ccc(OCc2nc3ccccc3[nH]2)cc1 the results were KCNQ2 inh inactive, Kir21 inh -0.01 and CHT block inactive.
`COc1ccc(NC(=O)c2c(F)cccc2F)cc1S(=O)(=O)Nc1ccc(Br)cc1` gave KCNQ2 inh inactive, Kir21 inh 0.17 and CHT block inactive.
COc1ccc(OCC(=O)N2CCN(S(=O)(=O)c3ccccc3[N+](=O)[O-])CC2)cc1 was read as KCNQ2 inh inactive, Kir21 inh -0.16 and CHT block inactive.
For C/C(=N\O)c1c(O)cc(-c2ccccc2)n(-c2ccccc2)c1=O the results were KCNQ2 inh inactive, Kir21 inh -0.44 and CHT block inactive.
For Cc1cc(C)nc(-n2nc(C)c3c(=O)[nH]c(C(F)(F)F)nc32)n1 the results were KCNQ2 inh inactive, Kir21 inh -1.6 and CHT block inactive.
`O=C1c2cccc(OCC(=O)N3N=C(c4cccs4)CC3c3ccc(F)cc3)c2CCN1Cc1ccccc1` (stereo not given) gave KCNQ2 inh -5.75*, Kir21 inh -0.05 and CHT block inactive.
CCOC(=O)C(NC(=O)N1CCCCC1)(c1ccccc1)C(F)(F)F (stereo not given) was read as KCNQ2 inh inactive, Kir21 inh 1.12 and CHT block inactive.
`CCNC(=O)CN(c1ccc(Oc2ccccc2)cc1)S(=O)(=O)c1ccccc1` gave KCNQ2 inh inactive, Kir21 inh -1.84 and CHT block inactive.
For COc1ccc(-c2nnn(CC(=O)N(C3CCCCC3)C(C)C(=O)NC3CCCC3)n2)cc1OC (stereo not given) the results were KCNQ2 inh inactive, Kir21 inh -0.02 and CHT block inactive.
`CC(=O)Oc1ccc(C(=O)Nc2cccc(NC(=O)c3ccco3)c2)cc1` gave KCNQ2 inh inactive, Kir21 inh -0.08 and CHT block inactive.
Screening COCc1cc(CNC(=O)C2CCC(=O)N(Cc3ccccc3OC)C2)[nH]n1 (stereo not given) returned KCNQ2 inh inactive, Kir21 inh 0.99 and CHT block inactive.
CCn1c(CSc2nc3ccccc3n2C)nc2ccccc21 was read as KCNQ2 inh inactive, Kir21 inh -2.02 and CHT block inactive.
Screening O=C(Nc1ccc(S(=O)(=O)Nc2ncccn2)cc1)c1ccco1 returned KCNQ2 inh inactive, Kir21 inh -0.29 and CHT block inactive.
Screening O=C(Nc1ccccc1)OCC1CCCO1 (stereo not given) returned KCNQ2 inh inactive, Kir21 inh -0.42 and CHT block inactive.
For NC(=O)[C@@H]1CCCN1C(=O)c1cc(COc2ccc(F)cc2F)on1 the results were KCNQ2 inh inactive, Kir21 inh -0.41 and CHT block inactive.
CCOC(=O)Cn1c(=N)n(CCOc2ccc(OC)cc2)c2ccccc21 was read as KCNQ2 inh inactive, Kir21 inh 0.58 and CHT block inactive.
For C[N+](C)(CC#N)C/C=C\c1ccccc1 the results were KCNQ2 inh inactive, Kir21 inh 1.69 and CHT block inactive.
`CC1(c2ccccc2)CC(c2ccccc2)=Nc2nonc2N1` (stereo not given) gave KCNQ2 inh inactive, Kir21 inh -4.43* and CHT block inactive.
O=C(NC(=S)N1CCN(c2ccccc2)CC1)c1ccccc1 was read as KCNQ2 inh inactive, Kir21 inh -0.72 and CHT block inactive.
Cc1ccc(NC(=O)c2ccc(CSc3nccc(C)n3)cc2)cc1 was read as KCNQ2 inh inactive, Kir21 inh -0.67 and CHT block inactive.
Screening Cc1ccc(S(=O)(=O)NCC2CCC(C(=O)NC3CCCCC3)CC2)cc1 (stereo not given) returned KCNQ2 inh inactive, Kir21 inh -1.98 and CHT block inactive.
`CCCc1cc(C(=O)N2CCN(c3ccccc3C)CC2)cs1` gave KCNQ2 inh -5.69*, Kir21 inh 0.59 and CHT block inactive.
`Clc1ncnc2scc(C3COc4ccccc4O3)c12` (stereo not given) gave KCNQ2 inh inactive, Kir21 inh 1.12 and CHT block inactive.
For O=C1NC[C@@H](Cc2cccc3ccccc23)N(CC2CCCCC2)C1=O the results were KCNQ2 inh inactive, Kir21 inh 0.18 and CHT block inactive.
Screening O=C(NC1CC(=O)N(c2ccc(F)cc2)C1)N1CCN(C(=O)c2ccco2)CC1 (stereo not given) returned KCNQ2 inh inactive, Kir21 inh 0 and CHT block inactive.
`CCOC(=O)Cc1csc(SCC(=O)c2c(N)n(CC(C)C)c(=O)n(C)c2=O)n1` gave KCNQ2 inh inactive, Kir21 inh -0.03 and CHT block inactive.
CC(=O)Oc1ccc(C(=O)Nc2ccccc2C(=O)N2CCCC2)cc1 was read as KCNQ2 inh inactive, Kir21 inh 0.21 and CHT block inactive.
Screening CC(=O)Nc1ccc(NC(=O)CSc2nnnn2C2CCCCC2)cc1 returned KCNQ2 inh inactive, Kir21 inh 0 and CHT block inactive.
`O=C(NC(=S)Nc1cccc(NC(=O)c2ccc(Cl)cc2Cl)c1)c1cccs1` gave KCNQ2 inh inactive, Kir21 inh 0.28 and CHT block inactive.
Cc1cc(C)c(-c2cc(C(F)(F)F)no2)c(=O)[nH]1 was read as KCNQ2 inh inactive, Kir21 inh 0.77 and CHT block inactive.
Screening O=C(CN1C(=O)c2ccccc2S1(=O)=O)N1CCc2ccccc2C1 returned KCNQ2 inh inactive, Kir21 inh 0.04 and CHT block inactive.
Cc1nnc(SCC(=O)Nc2nnc(-c3ccccc3)o2)s1 was read as KCNQ2 inh inactive, Kir21 inh 0.32 and CHT block inactive.
Screening CSc1ccccc1NS(=O)(=O)c1cccc2nonc12 returned KCNQ2 inh inactive, Kir21 inh 1.25 and CHT block inactive.
Screening COc1ccc(Nc2nc(Nc3ccc(OC)cc3)nc(-n3[nH]c(=O)c(C)c3C)n2)cc1 returned KCNQ2 inh inactive, Kir21 inh -0.07 and CHT block inactive.
